RGS4 inh – RGS4 inhibitors, primary screen, cell-based, HEK293 M3R inducible RGS4, calcium flux | Regulator of G-protein signaling 4 (Homo sapiens), P49798 | Fluo-4 calcium flux; active compounds read high; triggered by carbachol at its EC20 | B-score at 10 µM | 310,000 tested, 0.45% active;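 active = B-score, a plate-corrected calcium signal, over three deviations above library mean, with baseline fluorescence within five deviations of library mean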;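 also: RGS4 expression induced by doxycycline in cells with stable M3 receptor; B-score is computed from the integrated fluorescence ratio over baseline after carbachol; higher B-score means a larger calcium signal and so more RGS4 inhibition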
RGS4 pot – RGS4 potentiators or activators, primary screen, cell-based, HEK293 M3R inducible RGS4, calcium flux. carbachol calcium flux Fluo4; active compounds read low. B-score at 10 µM. 310,000 tested, 0.92% active;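 active = B-score of the integrated calcium signal more than 4 SD below the library mean, with starting fluorescence not abnormally high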;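 also: negative B-score means reduced calcium response which marks RGS4 activation or potentiation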
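Detection: kinetic calcium fluorescence imaging with Fluo4-AM dye, 2 µM / Material: HEK293 cells with stable M3R and inducible RGS4 / Schedule: recording 10 s baseline at 1 Hz, 100 s post-agonist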
KCNK3 block – human KCNK3 channel inhibitors, primary screen, CHO cells, FluxOR thallium flux, B-score | Potassium channel subfamily K member 3 (Homo sapiens), O14649 | FluxOR fluorescence; active compounds read low | B-score at 10 µM | 340,000 tested, 0.84% active | AID 602410, 2012;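 active = B-score under library mean minus 4 SD, starting fluorescence ratio at most library mean plus 5 SD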;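 also: more negative B-score means stronger inhibition of thallium flux through KCNK3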
SKKanGAS inh – S. pyogenes SKKanGAS growth inhibitors in kanamycin, primary screen, streptokinase expression inhibitor project, SKKanGAS strain, BacTiter-Glo luminescence; 6 h; inhibition, % at 7.5 µM; 300,000 tested, 1.3% active; AID 1662, 2009;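 active = mean replicate score, as percent of positive control median, at least 50; inconclusive = mean below 50 but one replicate at or above 50; inactive = mean and every replicate below 50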;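 also: strain carries kanamycin resistance gene driven by streptokinase promoter and grows in 40 µg/ml kanamycin; loss of luminescence reflects streptokinase promoter inhibition or plain growth inhibition; 0% = median of DMSO wells and 100% = positive control at its reference dose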
hERG rescue – hERG rescue from dofetilide block, primary screen, cell-based, CHO-hERG, FluxOR thallium flux, dofetilide IC70. Voltage-gated inwardly rectifying potassium channel KCNH2 (Homo sapiens), Q12809. dofetilide IC70 present. activation (rescue from dofetilide block), less the hit threshold, % at 10 µM. 310,000 tested, 0.51% active;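 active = activation above the mean of controls blocked by dofetilide plus 5 SD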;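 also: thallium influx through hERG after potassium depolarization seen as dye fluorescence rise; in these data hits start at about 4.7%; inactives centre near -7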
KCNQ1 block – inhibitors of human KCNQ1 channel, primary screen, cell-based, thallium flux, high-throughput; Potassium voltage-gated channel subfamily KQT member 1 (Homo sapiens), P51787; CHO-K1 KCNQ1, FluxOR thallium flux fluorescence; active compounds read high; B-score at 10 µM; 310,000 tested, 1.3% active; AID 2642, 2010;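 active = compounds whose thallium flux B-score, printed positive for inhibition, exceeds three library SD while starting fluorescence stays within three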;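 also: channel opened by potassium depolarization with thallium stimulus after 20 min compound exposure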
TMEM16A act – TMEM16A chloride channel activators or potentiators, primary screen, cell-based, HTS | 340,000 tested, 0.3% active | B-score at 10 µM | AID 623877, 2012 | HEK293 TMEM16A/YFP-H148Q/I152L, iodide quench fluorescence; active compounds read low | Anoctamin-1 (Mus musculus), Q8BHY3;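 active = fluorescence-ratio B-score plate-corrected deviation score at least 3 library SD below zero, with starting fluorescence score within 5 deviations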;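 also: channel opened by trigger with iodide after compound preincubation; score built on the fluorescence ratio of max minus min over baseline; more negative score means more quench and so TMEM16A activation or potentiation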
Target sequence (Q8BHY3 whole entry, looked up): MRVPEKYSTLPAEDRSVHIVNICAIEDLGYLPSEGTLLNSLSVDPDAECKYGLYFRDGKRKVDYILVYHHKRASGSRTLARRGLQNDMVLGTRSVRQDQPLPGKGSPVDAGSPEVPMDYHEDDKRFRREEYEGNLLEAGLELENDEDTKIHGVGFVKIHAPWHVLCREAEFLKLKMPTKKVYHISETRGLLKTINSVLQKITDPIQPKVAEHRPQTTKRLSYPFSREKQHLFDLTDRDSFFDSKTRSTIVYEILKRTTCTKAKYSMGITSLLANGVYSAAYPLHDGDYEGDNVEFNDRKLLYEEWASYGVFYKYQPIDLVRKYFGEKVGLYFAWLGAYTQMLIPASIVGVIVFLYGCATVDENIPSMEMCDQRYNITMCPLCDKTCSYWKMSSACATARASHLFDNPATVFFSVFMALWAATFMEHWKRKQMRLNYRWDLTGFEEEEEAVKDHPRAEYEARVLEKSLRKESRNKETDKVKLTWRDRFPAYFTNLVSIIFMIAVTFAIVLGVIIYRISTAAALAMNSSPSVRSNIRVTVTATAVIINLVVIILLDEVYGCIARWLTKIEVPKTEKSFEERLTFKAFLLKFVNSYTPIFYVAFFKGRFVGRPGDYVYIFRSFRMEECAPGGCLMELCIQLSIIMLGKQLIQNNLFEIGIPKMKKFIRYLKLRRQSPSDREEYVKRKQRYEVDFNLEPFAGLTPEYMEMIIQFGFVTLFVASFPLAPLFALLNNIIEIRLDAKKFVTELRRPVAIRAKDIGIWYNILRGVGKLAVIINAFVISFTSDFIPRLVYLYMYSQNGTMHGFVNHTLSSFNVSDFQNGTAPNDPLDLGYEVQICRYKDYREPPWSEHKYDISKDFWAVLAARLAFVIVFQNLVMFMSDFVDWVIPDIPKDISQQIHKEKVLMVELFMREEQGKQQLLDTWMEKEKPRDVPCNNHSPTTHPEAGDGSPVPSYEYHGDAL
HDAC3 inh – HDAC3 deacetylase inhibitors, primary screen, biochemical, fluorescence, cell-free homogeneous; inhibition, % at 8.3 µM; 320,000 tested, 0.15% active; recombinant HDAC3, fluorogenic peptide/trypsin coupled; AID 2718, 2010; in the data active = inhibition above about 26%, passing the limit was not always enough; inconclusive = no clear call, values can overlap the other calls
TMEM16A inh – TMEM16A chloride channel inhibitors, primary screen, cell-based, HTS. AID 588511, 2011. 310,000 tested, 1.2% active. Anoctamin-1 (Mus musculus), Q8BHY3. normalized B-score (activity score, 25-100; higher = stronger inhibition) at 10 µM. HEK293 TMEM16A/YFP iodide influx fluorescence, ionomycin;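 active = ratio plate-corrected score three or more library SD toward inhibition, starting fluorescence score within five deviations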;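 also: score derived from kinetic fluorescence span divided by baseline fluorescence per well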
KCNQ1 act – potentiators or activators of KCNQ1 channel, primary screen, cell-based, thallium flux, high-throughput; CHO-K1 KCNQ1, thallium flux FluxOR fluorescence; active compounds read high; B-score at 10 µM; 310,000 tested, 0.35% active;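 active = fluorescence ratio B-score, a plate-corrected score, at least three library SD, with initial intensity B-score within 5 SD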
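Doses: Single concentration per compound, DMSO matched to controls | Test system: KCNQ1-transfected CHO-K1 cells | Timing: 90 min dye loading and 20 min compound exposure, both at room temperature | Measured by: Kinetic FluxOR thallium fluorescence, 10-s 1-Hz baseline, 110-s post-stimulus read | Medium: Assay buffer with matched DMSO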
KCNK9 block – KCNK9 potassium channel inhibitors, primary screen, HEK293 cells, thallium flux; 310,000 tested, 1.2% active; Potassium channel subfamily K member 9 (Homo sapiens), Q9NPC2; B-score at 10 µM; FluxOR thallium flux fluorescence; active compounds read low;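 active = ratio B-score over 3 SD below the library mean, with starting fluorescence within 5 SD of its mean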;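 also: negative B-score means less thallium flux so channel inhibition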
Starred values were filed as active, the others as inactive; i = inactive; ? = inconclusive; / = not tested or not shown.

| structure | RGS4 inh | RGS4 pot | KCNK3 block | SKKanGAS inh | hERG rescue | KCNQ1 block | TMEM16A act | HDAC3 inh | TMEM16A inh | KCNQ1 act | KCNK9 block |
| --- | --- | --- | --- | --- | --- | --- | --- | --- | --- | --- | --- |
| CSCC(=O)N1CCC(Oc2cccc(C(=O)NCc3ccccn3)c2)CC1 | i | i | i | 2 | -6 | i | i | ? | i | i | i |
| CCc1c(O)nc(SCC(=O)Nc2nc3ccccc3s2)n(-c2ccccc2)c1=O | i | i | i | 13 | -12 | i | i | 5 | i | i | i |
| COc1cccc(OCc2cc(C(=O)NCc3ccc4c(c3)OCO4)no2)c1 | i | i | i | -7 | -3 | i | i | ? | i | i | i |
| COc1ccc(CCNC(=O)c2ccc3nc(N4CCOCC4)sc3c2)cc1OC | i | i | i | -4 | -14 | i | i | -10 | i | i | i |
| Cc1cc(C)cc(N(CCC#N)C(=O)COC(=O)c2nc3nc(C)cc(C)n3n2)c1 | i | i | i | -4 | -7 | i | i | 2 | i | i | i |
| CCOc1cccc(C(=O)Nc2ccccc2N2CCN(C(=O)C(C)C)CC2)c1 | i | i | i | 2 | -7 | i | i | 2 | i | i | i |
| COc1ccc(C2CC2C(=O)c2ccccn2)cc1 (configuration not stated) | i | i | i | -3 | -4 | i | i | -11 | i | i | i |
| Cc1cc(=O)oc(C)c1C(=O)n1nc(C)c2c1C[C@@H]1[C@H]2C1(C)C | i | i | i | -6 | -8 | i | i | -1 | i | i | i |
| COc1ccccc1Oc1nc(-c2cccnc2)nc2ccccc12 | i | i | i | 6 | -15 | i | i | 1 | i | i | i |
| CCOC1OC(=O)C(Cl)=C1Nc1ccc(C)cc1C (configuration not stated) | i | i | i | 2 | -7 | i | i | -1 | i | i | i |
| C=CCNc1nc(C(F)(F)F)nc2c1nnn2Cc1ccccc1Cl | i | i | i | 10 | -1 | i | i | -2 | i | i | i |
| O=C(O)[C@@H]1CCCN1C(=O)COc1ccc2c3c(c(=O)oc2c1)CCC3 | i | i | i | 0 | -4 | i | i | -1 | i | i | i |
| CN(C)Cc1nc2c(c(=O)[nH]1)C1(CCCCC1)Cc1ccccc1-2 | i | i | i | 0 | -12 | i | i | 4 | i | i | i |
| CCc1c(C)sc(NC(=O)C2CC2)c1C(=O)OC(C)C | i | i | i | -3 | -7 | i | i | 4 | i | i | i |
| O=C(OCc1ccccc1)N1CCc2ccccc21 | i | i | i | 13 | -6 | i | i | 5 | i | i | i |
| O=C(O)c1ccc2c(c1)SC1=NS(=O)(=O)CCN12 | i | i | i | -1 | -8 | i | i | -12 | i | i | i |
| CCOC(=O)Cc1csc(NC(=O)c2csc3c2CCCC3)n1 | i | i | i | 14 | -17 | i | i | 1 | i | i | i |
| COC(=O)c1cn(NC(=O)c2ccc([N+](=O)[O-])c(C)c2)c(=O)c2ccccc12 | i | i | i | 7 | -14 | i | i | 8 | i | i | i |
| C=CCOc1c(CNc2cccc(C(=O)O)c2)cccc1OC | i | i | i | 0 | -6 | i | i | / | i | i | i |
| CCC(=O)Nc1c(C)n[nH]c1C | i | i | i | -6 | -6 | i | i | -10 | i | i | i |
| COc1cc(/C=C/C(=O)NC(=O)c2ccccc2O)ccc1OC(C)=O | i | i | i | 16 | -10 | i | i | 4 | i | i | i |
| O=C(CSc1ccccc1)Nc1ccc(-c2nc3ccccc3[nH]2)cc1 | i | i | i | 0 | -8 | i | i | -5 | i | i | i |
| Cc1nc(NCCc2ccc(S(N)(=O)=O)cc2)c2c3c(sc2n1)CCC3 | i | i | i | -9 | 1 | i | i | 9 | i | i | i |
| CC(C)c1ccc(NC2CCCN(C(=O)CCc3cnn(C)c3)C2)cc1 (configuration not stated) | i | i | i | 9 | -5 | i | i | 0 | i | i | i |
| CN(C)c1ccc(NC(=O)/C=C/c2ccccc2Cl)cc1 | i | i | i | 2 | -5 | i | i | ? | i | i | i |
| COc1ccccc1-c1noc2ncnc(Nc3cccc(C)c3C)c12 | i | i | i | -3 | -8 | i | i | ? | i | i | i |
| Cc1nn(-c2ccccc2)c(N)c1Sc1cccc([N+](=O)[O-])c1 | i | i | i | 12 | -9 | i | i | 3 | i | i | -13* |
| CSc1ccccc1C(=O)NC1CCCCCC1 | i | i | i | 1 | -7 | i | i | 3 | i | i | i |
| O=C(NCc1ccccc1F)C12CC3CC(CC(C3)C1)C2 | i | i | i | 4 | -9 | i | i | -4 | i | i | i |
| CNC[C@@H](CC1CCCCC1)NC[C@H](CC(C)C)NCCc1cccc(C(F)(F)F)c1 | i | -7.3* | i | 88* | -30 | 9* | i | -15 | 25* | i | i |
| Cn1c(=O)[nH]c(=O)c2c1nc(N1CCCCC1)n2CCCSc1nc2ccccc2s1 | i | i | i | 8 | -7 | i | i | 2 | i | i | i |
| COc1ccccc1C(=O)NC(C)C(c1cccs1)N1CCN(C)CC1 (configuration not stated) | i | i | i | 1 | -8 | i | i | 5 | i | i | i |
| COc1ccc(Cl)cc1S(=O)(=O)N1CCC(O)(c2ccc(Cl)cc2)CC1 | i | i | i | 6 | -13 | i | i | -2 | i | i | i |
| Cn1c(SCC(=O)Nc2ccc(N3CCOCC3)c(Cl)c2)nnc1C(O)c1ccccc1 (configuration not stated) | i | i | i | -1 | -9 | i | i | 2 | i | i | i |
| CC(Oc1ccc(Cl)cc1Cl)C(=O)N(Cc1ccco1)C1CCS(=O)(=O)C1 (configuration not stated) | i | i | i | 5 | -10 | i | i | 0 | i | i | i |
| COc1ccc(CNC(=O)C2CCN(S(=O)(=O)c3c(C)noc3/C=C/N(C)C)CC2)cc1 | i | i | i | -2 | -11 | i | i | 5 | i | i | i |
| Cc1ccc(S(=O)(=O)N2CCN(Cc3nc4sc5c(c4c(=O)[nH]3)CCCC5)CC2)cc1 | i | i | i | 10 | -1 | i | i | -3 | i | i | i |
| CC1CCN(C(=O)C(C)c2ccc([N+](=O)[O-])cc2)CC1 (configuration not stated) | i | i | i | 6 | -8 | i | i | 4 | i | i | i |
| Cc1c(NC(=O)CCC(=O)N2CCCCC2)c(=O)n(-c2ccccc2)n1C | i | i | i | 5 | -1 | i | i | 1 | i | i | i |
| Cc1ccc(Cn2nnnc2CN2CCC(O)(c3ccccc3F)CC2)cc1 | i | i | i | -14 | 2 | i | / | 3 | i | i | i |
| O=C(O)CNC(=S)N(Cc1ccc(F)cc1)C1CCCCC1 | i | i | i | -10 | 3 | i | i | -2 | i | i | i |
| O=C(Nc1ccc(CN2CCOCC2)cc1)c1ccc(-c2cc(Cl)ccc2Cl)o1 | i | i | i | 10 | -24 | i | i | 11 | i | i | i |
| O=C(COC(=O)c1ccc(Cl)cc1[N+](=O)[O-])NC(=O)c1ccccc1 | i | i | i | 1 | -5 | i | i | 1 | i | i | i |
| CN1CCC(=O)N(CCSc2ccccc2)CC1 | i | i | i | 6 | -7 | i | i | -1 | i | i | i |
| CCOc1ccc(-n2c(-c3ccc(OC)cc3)c[n+]3c2CCCCC3)cc1 | i | i | i | -5 | -25 | 7* | i | -4 | i | i | i |
| O=C(O)CSc1ccc(Oc2ccc(SCC(=O)O)cc2)cc1 | i | i | i | 2 | -2 | i | i | ? | i | i | i |
| COc1ccc(CCCc2n[nH]c(=S)o2)cc1 | i | i | i | 9 | -8 | i | i | 1 | i | i | i |
| C/C=C/C=C\C(=O)Nc1cccc(C2=NOC3(C2)C[C@H](C(N)=O)N(C(=O)/C=C/C)C3)c1 (some centres not stated) | i | i | i | 2 | -8 | i | i | 0 | i | i | i |
| CNC(=O)c1nnn(Cc2ccccc2)c1NC(=O)C(F)(F)F | i | i | i | 0 | -4 | i | i | -6 | i | i | i |
| Cc1cc(C)c(NC(=O)Cn2ncc3ccccc32)c(C)c1 | i | i | i | 1 | -6 | i | i | 2 | i | i | i |
| CCn1c(C)nc2cc(S(N)(=O)=O)ccc21 | i | i | i | -6 | -4 | i | i | 1 | i | i | i |
| Cn1cc([N+](=O)[O-])c(C(=O)NNC(=O)c2ccc([N+](=O)[O-])cc2Cl)n1 | i | i | i | -1 | -5 | i | i | -2 | i | i | i |
| CCOC(=O)c1ccccc1NC(=O)Cn1cnc2c(oc3ccccc32)c1=O | i | i | i | -4 | -6 | i | i | -3 | i | i | i |
| COC(=O)Cn1c(O)c(N=NC(=O)CNC(=O)COc2cccc(C)c2)c2ccccc21 | i | i | i | 0 | -10 | i | i | 7 | i | i | i |
| NC(=O)c1sc2nc3c(cc2c1N)CCCCCC3 | i | i | i | -1 | -2 | i | i | -6 | i | i | i |
| CCc1noc(C)c1C(=O)NCCc1ccc(F)cc1 | i | i | i | -3 | -14 | i | i | 1 | i | i | i |
| CC1Sc2ccc(S(=O)(=O)N3CCC(C(=O)NCc4ccc(Cl)cc4)CC3)cc2NC1=O (configuration not stated) | i | i | i | 1 | -3 | i | i | 2 | i | i | i |
| O=C(c1cccc(NS(=O)(=O)c2ccccc2)c1)N1CCN(c2ccccc2)CC1 | i | i | i | 0 | -18 | i | i | 5 | i | i | i |
| CCN1CCc2nc(NC(=O)c3cc(F)c(F)cc3Cl)sc2C1 | i | i | i | -6 | 15* | i | i | 1 | i | i | i |
| Cc1cc(/C=N\NC(=O)CC(=O)NC2CCCCC2)c(C)n1-c1ccc(Cl)cc1 | i | i | i | -4 | -1 | i | i | -1 | i | i | i |
| O=C(CCc1nnc2n(Cc3ccc(F)cc3)c(=O)c3ccccc3n12)NCCN1CCOCC1 | i | i | i | -9 | -4 | i | i | 1 | i | i | i |
| CN(C)CCCNC(=O)C(=O)Nc1cc2c3c(c1)CCC(=O)N3CCC2 | i | i | i | -2 | -9 | i | i | -2 | i | i | i |

Assay outcomes from PubChem.

Rows are unselected; 6.3% or so of the library scored in one or more.
